LYPLA2 inh – LYPLA2 (human) inhibition in PME1 counter-screen | O95372 | recombinant LYPLA2, FP-Rh probe fluorescence polarization | inhibition, % at 5.9 µM | 0.38% of 320,000 active | AID 2177;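 active = inhibition above the screen-wide mean plus 3 SD, limit set per campaign, cut at about 26% in these data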;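 note: 0% = LYPLA2 with DMSO and 100% = wells lacking LYPLA2 enzyme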
PAFAH2 FP inh – inhibitors of human PAFAH2; inhibition, % at 3.39 µM; 0.99% of 340,000 active; AID 492956; recombinant PAFAH2, FP-rhodamine activity probe, fluorescence polarization; Q99487;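 active = inhibition above the mean over all tested compounds plus 3 SD, cut at about 30% in these data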;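 note: inhibitors block probe labeling of enzyme so polarization drops; 0% = enzyme with DMSO and 100% = wells lacking PAFAH2 protein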
PAFAH1B2 FP inh – inhibitors of human PAFAH1B2; inhibition, % at 3.39 µM; 1.2% of 340,000 active; AID 492953; P68402; recombinant PAFAH1B2, FP-rhodamine activity probe, fluorescence polarization;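 active = inhibition above the mean of all tested compounds plus 3 SD, cut at about 24% in these data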;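 note: 0% = enzyme with DMSO and 100% = wells lacking PAFAH1B2; many of its hits are not listed in these tables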
Target sequence (P68402 whole entry, looked up): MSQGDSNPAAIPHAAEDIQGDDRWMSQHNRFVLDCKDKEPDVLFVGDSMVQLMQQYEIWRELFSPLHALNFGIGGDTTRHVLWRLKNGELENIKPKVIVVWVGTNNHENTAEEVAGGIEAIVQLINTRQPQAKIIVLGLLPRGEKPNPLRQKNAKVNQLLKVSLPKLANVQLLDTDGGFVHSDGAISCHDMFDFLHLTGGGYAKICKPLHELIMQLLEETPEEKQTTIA
PAFAH1B3 inh – inhibitors of human PAFAH1B3; Q15102; recombinant PAFAH1B3, FP-rhodamine probe, fluorescence polarization; inhibition, % at 3.39 µM; 0.28% of 340,000 active; AID 492972;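 active = inhibition above the screen-wide average of all tested compounds plus 3 SD, cut at about 25% in these data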;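 note: 0% = enzyme with DMSO only and 100% = wells lacking PAFAH1B3 protein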
pPAFAH inh – inhibitors of human plasma PAF acetylhydrolase (pPAFAH) | inhibition, % at 3.39 µM | Q13093 | 1.5% of 330,000 active | recombinant pPAFAH, FP-rhodamine probe fluorescence polarization;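 active = inhibition above the mean inhibition across the screen plus 3 SD, cut at about 25% in these data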;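 note: inhibitors block binding of the rhodamine activity-based probe so polarization drops; 0% = enzyme with DMSO and 100% = wells lacking pPAFAH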
LYPLA1 inh – blocks human lysophospholipase 1, a PME1 counter-screen; inhibition, % at 5.9 µM; recombinant LYPLA1, FP-Rh probe fluorescence polarization; O75608; 0.16% of 320,000 active; AID 2174;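 active = inhibition above the mean of all tested compounds plus 3 SD, set per campaign, cut at about 14% in these data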;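 note: inhibitors block serine hydrolase probe labeling of LYPLA1 so polarization falls; 0% = enzyme with DMSO and 100% = wells lacking LYPLA1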
GSTO1 counter – blocks human GSTO1 in RBBP9 counter-screen | P78417 | recombinant GSTO1, activity-based probe fluorescence polarization | inhibition, % at 5.96 µM | 1.1% of 300,000 active | AID 1974;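 active = inhibition above the campaign mean inhibition plus 3 SD, cut at about 35% in these data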;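 note: 0% = GSTO1-1 with DMSO and 100% = wells lacking GSTO1-1 enzyme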
PAD4 inh – inhibitors of human PAD4; Q9UM07; 0.41% of 330,000 active; recombinant PAD4, RCA probe fluorescence polarization; inhibition, % at 6.36 µM;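 active = percent inhibition above a cutoff equal to the mean of all tested compounds plus 3 SD, cut at about 15% in these data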;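 note: 0% = PAD4 with RCA probe and DMSO and 100% = probe without PAD4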
Target sequence (Q9UM07 whole entry, looked up): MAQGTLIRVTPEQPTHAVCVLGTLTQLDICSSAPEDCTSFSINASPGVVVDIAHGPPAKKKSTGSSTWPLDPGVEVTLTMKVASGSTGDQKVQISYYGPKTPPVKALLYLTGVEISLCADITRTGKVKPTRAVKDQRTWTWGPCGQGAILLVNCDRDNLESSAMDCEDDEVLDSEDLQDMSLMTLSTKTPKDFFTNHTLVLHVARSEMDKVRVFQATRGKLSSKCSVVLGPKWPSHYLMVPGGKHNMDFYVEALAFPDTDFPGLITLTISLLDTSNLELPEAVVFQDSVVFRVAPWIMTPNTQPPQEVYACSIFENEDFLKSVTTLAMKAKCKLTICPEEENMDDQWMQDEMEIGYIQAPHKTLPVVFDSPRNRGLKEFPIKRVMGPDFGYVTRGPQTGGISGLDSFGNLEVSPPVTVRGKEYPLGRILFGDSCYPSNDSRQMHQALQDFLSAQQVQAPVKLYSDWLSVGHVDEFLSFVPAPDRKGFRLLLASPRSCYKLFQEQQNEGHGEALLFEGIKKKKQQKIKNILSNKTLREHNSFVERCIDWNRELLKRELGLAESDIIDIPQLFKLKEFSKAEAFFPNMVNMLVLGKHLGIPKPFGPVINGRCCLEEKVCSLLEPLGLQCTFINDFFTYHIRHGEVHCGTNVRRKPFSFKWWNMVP
PREPL inh – inhibitors of human prolyl oligopeptidase-like enzyme PREPL | inhibition, % at 5.96 µM | AID 2751 | Q4J6C6 | recombinant PREPL, fluorescence polarization activity-based probe | 0.68% of 320,000 active; in the data active = inhibition above about 43%;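 note: 0% = enzyme with DMSO and 100% = wells lacking enzyme; many of its hits are not listed in these tables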
* = called active by the depositor; . = not tested or not shown. Some of the compounds tested; count on the stated rates, not on these rows.

SMILES	LYPLA2 inh	PAFAH2 FP inh	PAFAH1B2 FP inh	PAFAH1B3 inh	pPAFAH inh	LYPLA1 inh	GSTO1 counter	PAD4 inh	PREPL inh
CC1CCCC(C)N1C(=O)CSc1nnc(NC(=O)Cc2cccs2)s1 (stereo unspecified)	2	4	10	-9	5	2	2	-6	-6
Cc1ccc(N2CC(C(=O)OCC(=O)NNC(=O)c3ccccc3)CC2=O)cc1 (stereo unspecified)	-2	-2	2	-6	8	-1	-1	0	-7
O=C(c1cn(-c2ccccc2)nc1-c1cccs1)N1CCN(c2ccc(F)cc2)CC1	-6	3	2	4	0	-6	0	1	-7
CCSc1nc2ccc(C)cc2cc1C#N	-1	-13	1	1	5	0	0	-1	6
CCC(C(=O)Nc1nccs1)(C(F)(F)F)C(F)(F)F	12	3	9	7	-3	-1	2	-2	4
O=C(O)CCCCCNC(=O)OCC1c2ccccc2-c2ccccc21	2	-3	8	2	4	1	2	-6	-5
COc1ccc(C2CC(=O)C(C=NCCN3CCOCC3)=C(O)C2)cc1 (stereo unspecified)	-2	-9	2	-4	-1	1	12	0	18
Cc1ccc(NC(=O)CN(C)C(=O)CSc2nncn2C)cc1	-3	6	2	4	-4	-3	10	2	4
CN=C(Nc1cccc(Cl)c1)SC1CC(=O)N(c2ccc(OC)cc2)C1=O (stereo unspecified)	5	.	.	.	4	1	-3	-2	15
CCCNS(=O)(=O)c1ccc(OCC(=O)N2CCC(C(=O)OCC)CC2)cc1	-3	-2	3	-3	11	1	-1	0	-3
Cc1cccc(/C=N/NC(=O)c2cccc(NC(=O)c3ccccc3)c2)n1	-6	2	-1	3	-7	-9	0	1	-7
O=c1[nH]cnc2scc(-c3ccsc3)c12	0	0	4	5	2	3	11	2	6
CCCCN(CC)CCCNC(=O)c1cn(CC(C)C)c(=O)c2c1c1ccccc1n2C	-7	4	2	-2	4	-3	-3	2	14
CCc1nnc(NS(=O)(=O)c2ccc(NC(=S)NC(=O)c3ccc(F)cc3)cc2)s1	12	-13	-1	-7	-2	-2	4	-2	-4
O=C(CCS(=O)(=O)c1ccc(Br)cc1)NCc1cccs1	1	0	7	7	3	-1	0	-1	11
Cc1ccc(Cl)cc1NS(=O)(=O)c1c(C)[nH]c(=O)[nH]c1=O	-4	-3	11	8	-3	1	3	0	21
COc1ccc(OCCC(=O)N2CCN(C)CC2)cc1	1	1	6	4	0	6	7	-2	3
C=C1C(=O)O[C@H]2[C@H]1[C@@H](O)CC(=C)[C@@H]1CC(=O)[C@@H](C)[C@H]21	2	-3	3	-3	-2	0	3	0	8
CC(=O)n1cc(CO)c2ccccc21	7	-2	-4	0	-1	-3	7	0	3
O=C(NC1CCCCC1)N(CCO)Cc1cc2cc3c(cc2[nH]c1=O)OCCO3	-3	3	5	-2	0	1	-1	-5	-7
COCC(=O)Nc1nnc(SCC(=O)NCc2cccs2)s1	6	2	-3	1	2	0	2	-5	-7
COc1ccc2oc(C(=O)Nc3ccc(C)cn3)c(C)c2c1	6	-2	5	3	5	1	-1	-7	5
O=P(C1=C(N2CCOCC2)/C(=C\c2ccccc2)CC1)(N1CCOCC1)N1CCOCC1	9	-7	-3	0	9	4	4	6	40
O=[N+]([O-])c1ccccc1CNc1ccc(F)c(Cl)c1	13	-6	6	4	9	0	5	-6	-7
O=C(Nc1nc(-c2nc3ccccc3s2)cs1)C1COc2ccccc2O1 (stereo unspecified)	-20	-9	-3	7	0	-4	-3	-2	-20
COc1ccc(S(=O)(=O)CCC(=O)NCCc2ccc(S(N)(=O)=O)cc2)cc1	5	-6	1	1	5	2	-5	-4	-2
CC(=O)c1ccc(NC(=O)Cn2c3ccccc3c3nc(=O)cc(C)n32)cc1	4	3	-1	-2	0	-3	-2	10	-8
Cc1ccc(O)c(NC(=O)c2ccc3c(c2)C(=O)N(Cc2cccnc2)C3=O)c1	6	-6	-4	-9	1	0	-6	1	1
C[C@H](CO)N1C[C@H](C)[C@@H](CN(C)Cc2ccccc2)Oc2ccc(NC(=O)CCCCCC(=O)Nc3ccccc3N)cc2C1=O	.	4	2	6	-1	.	.	1	15
C/C=C/C1=CC(=O)C[C@H](c2ccc(Cl)cc2)C1	5	3	10	13	3	-3	.	-2	5
N#C/C(=C\c1cn(Cc2cccc(F)c2)c2ccccc12)C(=O)NCc1ccco1	-3	-6	-2	-3	4	-4	0	-3	-1
O=S(=O)(Nc1nc2ccccc2[nH]1)c1ccc2ccccc2c1	3	6	2	3	2	-5	-2	3	-1
Cc1ccc2oc(=O)n(CCCOc3ccccc3C)c2c1	8	5	5	3	5	0	-2	-4	-14
COc1ccc(N2CCN(C(=O)CN(c3ccccc3)S(C)(=O)=O)CC2)cc1	2	9	0	-2	2	0	-3	-2	7
COC(=O)c1cn(C(=O)c2ccc(OC)c(OC)c2)c2ccccc12	-3	9	2	4	4	-4	-5	1	5
COc1ccc(CC(=O)N2CCN(c3ccc(C4=NNC(=O)CC4C)cc3)CC2)cc1 (stereo unspecified)	2	-2	5	1	1	3	5	-4	7
CC(C)NC(=O)C1c2ccccc2Oc2ccccc21	2	9	7	3	7	-1	0	2	-1
NC(=O)C1(N2CCCCC2)CCN(C(=O)CSc2nc3ccccc3s2)CC1	32*	-4	-5	-2	5	4	2	3	15
CC(C)=CCc1c(O)c(CC=C(C)C)c2c(c1O)-c1cc(O)c(O)cc1CC2	0	.	.	.	76*	-3	39*	2	3
CCn1c(CC(=O)Nc2ccc(C)c(Cl)c2)nnc1SCc1ccc(Cl)c(Cl)c1	6	2	-1	4	1	-4	-6	-4	-3
O=C(COC(=O)Cc1ccc(Br)cc1)NCC1CCCO1 (stereo unspecified)	.	4	15	2	9	.	.	-6	3
COC(=O)CSc1ccccc1C(=O)OC	5	-3	2	9	7	2	2	0	5
CCCCCCn1c(COc2ccccc2F)nnc1SCC(=O)N1c2ccccc2NC(=O)C1(C)C	-4	-8	4	-1	12	-7	2	-2	-18
Clc1ccc2oc(-c3ccccn3)nc2c1	5	4	0	7	1	1	-1	-1	-10
COc1ccccc1CNC(=O)[C@@H](NC(=O)C1CCN(C(=O)[C@@H]2CCCN2)CC1)C(C)C	-4	0	0	-15	-4	-4	-8	1	-6
COC(=O)C1C(=O)OC(C)(C)C1C(C)C(=O)c1ccc(C)cc1C (stereo unspecified)	7	4	6	2	1	4	4	-4	0
O=C(c1cc2c(F)cccc2s1)N1CCCC1	-2	14	0	5	7	0	-2	1	-7
COc1cccc(-n2c(SCC(=O)Nc3cc(C)on3)nc3c([nH]c4ccccc43)c2=O)c1	1	5	-2	-2	3	0	4	4	7
COc1cccc(NC(=O)c2ncn[nH]2)c1	3	-4	3	7	3	4	-2	-1	0
CC(C)(C)NC(=O)NC(=O)COc1ccccc1C#N	-2	-1	2	6	1	-5	-1	2	-2

Remaining list, next part
SMILES	LYPLA2 inh	PAFAH2 FP inh	PAFAH1B2 FP inh	PAFAH1B3 inh	pPAFAH inh	LYPLA1 inh	GSTO1 counter	PAD4 inh	PREPL inh
CCSC(SCC)[C@H](O)[C@@H](O)[C@H](O)[C@H](O)CO	2	6	1	12	-1	0	3	-2	13
COc1ccc(CN(Cc2cccn2C)S(=O)(=O)c2ccccc2)cc1	-1	6	4	5	9	0	9	2	-8
COc1ccc(C(=O)NCC(=O)Nc2ccc(-c3ccccc3)cc2)cc1	6	-14	-6	-13	2	-6	-7	3	-7
N#Cc1c(-c2ccccc2)ccn(Cc2ccc(Cl)cc2)c1=O	3	2	-1	-1	4	-2	-4	-4	-8
CCOC(=O)C1CCN(S(=O)(=O)c2cc3c4c(c2)C(C)C(=O)N4CCC3)CC1 (stereo unspecified)	-1	-2	1	5	3	0	4	3	-3
Cc1cccnc1NC(=O)CCn1c(=O)oc2ccccc21	-10	-4	2	-2	5	-7	1	-4	-2
Cc1ccc(NC(=O)C2CCCN(S(=O)(=O)c3ccc4[nH]c(=O)ccc4c3)C2)nc1 (stereo unspecified)	5	-4	1	1	5	1	-8	-4	-2
CCOC(=O)c1c(NC(=O)COC(=O)c2cc(OC)c(OC)cc2[N+](=O)[O-])sc(C)c1C	5	-8	1	1	2	-5	3	3	-5
COC1(C2=NCCN2)COc2ccccc2O1 (stereo unspecified)	8	6	-3	1	3	4	10	-1	0
O=C1c2ccccc2COc2ccc(O)cc21	-3	4	5	7	11	-1	24	5	3

Retrieved by compound from above, three records:
SMILES	LYPLA2 inh	PAFAH2 FP inh	PAFAH1B2 FP inh	PAFAH1B3 inh	pPAFAH inh	LYPLA1 inh	GSTO1 counter	PAD4 inh	PREPL inh
N#Cc1c(-c2ccccc2)ccn(Cc2ccc(Cl)cc2)c1=O	3	2	-1	-1	4	-2	-4	-4	-8
CCSC(SCC)[C@H](O)[C@@H](O)[C@H](O)[C@H](O)CO	2	6	1	12	-1	0	3	-2	13
O=C1c2ccccc2COc2ccc(O)cc21	-3	4	5	7	11	-1	24	5	3

Continued.
SMILES	LYPLA2 inh	PAFAH2 FP inh	PAFAH1B2 FP inh	PAFAH1B3 inh	pPAFAH inh	LYPLA1 inh	GSTO1 counter	PAD4 inh	PREPL inh
C1CC1Cc1noc(CN2CCN(C3C4CC5CC(C4)CC3C5)CC2)n1 (stereo unspecified)	2	-5	4	11	-4	3	2	-1	-1
O=C(Nc1ccc2c(c1)CCC2)Nc1ccccc1Cl	-5	-1	2	-1	-4	-8	4	0	3
COc1ccc(NC(=S)N2CCN(S(C)(=O)=O)CC2)cc1	3	-12	5	6	1	-4	5	-3	-5
Cc1cccc(N2CCc3c2nc2ccc(Br)cc2c3N)c1	3	8	11	21	11	-6	3	-1	31
CCc1sc(C(=O)Nc2cccc(C(C)=O)c2)cc1C	-7	-3	-3	5	3	-7	-4	6	-2
COCCN(C(=O)COC(=O)C1(C)CC1(Cl)Cl)c1c(N)n(Cc2ccccc2)c(=O)[nH]c1=O (stereo unspecified)	5	-10	-2	3	-1	-1	7	7	2
COc1cccc(C(=O)Nc2nnc(S(=O)(=O)N3CCCC3)s2)c1	-4	-1	2	5	5	1	-41	6	6
CCOC(=O)C1=NNC2C(=O)N(CC)C(=O)C12 (stereo unspecified)	12	-2	0	-3	2	1	4	3	5
CN(c1ccccc1)c1cc(=O)[nH]c(=O)[nH]1	3	-7	-2	1	-6	-6	0	-4	3
Cc1cc(C)cc(NC(=O)CSc2ccc(-c3ccccn3)nn2)c1	-4	1	-2	7	-3	-1	-3	-3	21
CC1Cc2nc(SCC(=O)c3ccccc3)n(Cc3ccccc3)c(=O)c2S1 (stereo unspecified)	-7	1	4	-5	2	-2	4	1	16
COc1cc(-c2nc3cnccn3c2Nc2ccc3c(c2)OCCO3)ccc1O	-9	-10	2	-6	10	-2	4	-5	0
C=CCN1C(=O)C(CC(=O)Nc2ccccc2F)S/C1=N\c1nccs1 (stereo unspecified)	2	2	4	8	-3	-4	-10	-2	-4
COc1ccc(Cc2nnc(NC(=O)c3ccccc3Cl)s2)cc1OC	-1	4	1	10	0	1	-29	-1	-3
O=C1N=c2ccc(Br)cc2=C1c1sc(=O)[nH]c1O	-1	.	.	.	14	13	3	1	9
COC(=O)c1cn(NC(=O)c2cc(OC)cc(OC)c2)c(=O)c2ccccc12	1	-8	-2	11	3	0	2	-3	2
COc1cc2ccccc2cc1C(=O)Nc1ccc(C)cc1	-4	4	-2	5	2	-4	-53	1	2
C/C(=N\NC(=O)Cc1ccccc1)c1ccc(Br)s1	1	1	-1	1	-2	1	3	-1	-4
O=CN1CCCN(Cc2nc(-c3cccc(Cl)c3)no2)CC1	-8	-5	3	2	2	-4	3	-3	10
O=C(COc1coc(CN2CCN(c3cccc(Cl)c3)CC2)cc1=O)NC1CCCC1	-1	7	4	5	1	0	6	0	18
